Assay outcomes deposited in PubChem by several laboratories.
dFosB activator = activators of mouse delta FosB homodimer; P13346; purified delta FosB, TAMRA-CDK5 oligo fluorescence polarization; percent of positive-control signal above neutral wells; activation, % at 25 µM; hit rate 0.99% among 340,000;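 active means mean activation above about 17%, with every replicate also reaching it, limit read from the data, passing the limit was not always enough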;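 further: fluorescence polarization rise as delta FosB binds a TAMRA Cdk5 AP-1 oligo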
SR-BI DiI inh = mouse SR-BI HDL lipid transfer inhibition; Q61009; ldlA[mSR-BI] CHO cells, DiI-HDL uptake fluorescence, 3 h; inhibition, % at 12.5 µM; hit rate 0.96% among 320,000; AID 488896;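 active means mean replicate inhibition of at least 70% and a set share of replicates each scoring 70 or more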;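 further: 0% = median of neutral control wells and 100% = median of positive control wells; values of inactives mirror those of a sister screen read the other way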
MITF TRPM1 HTS = MITF TRPM1 promoter activation in melanoma cells. activation, % at 12.5 µM. hit rate 0.75% among 300,000. SK-MEL-5 TRPM1-promoter luciferase, 24 h; % of positive control, neutral wells = 0;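 active means mean activation of at least 80% with every replicate also reaching 80%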;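 further: 0% = neutral control wells and 100% = parthenolide positive control wells; values of inactives mirror those of a sister screen read the other way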
NSD2 HMT inh = NSD2 (human) methyltransferase inhibition; O96028; NSD2 peptide methylation, AlphaScreen, 120 min; inhibition, % at 12.5 µM; hit rate 0.54% among 310,000; AID 743445; in the data active means inhibition above about 50%
Target sequence (O96028 whole entry, looked up): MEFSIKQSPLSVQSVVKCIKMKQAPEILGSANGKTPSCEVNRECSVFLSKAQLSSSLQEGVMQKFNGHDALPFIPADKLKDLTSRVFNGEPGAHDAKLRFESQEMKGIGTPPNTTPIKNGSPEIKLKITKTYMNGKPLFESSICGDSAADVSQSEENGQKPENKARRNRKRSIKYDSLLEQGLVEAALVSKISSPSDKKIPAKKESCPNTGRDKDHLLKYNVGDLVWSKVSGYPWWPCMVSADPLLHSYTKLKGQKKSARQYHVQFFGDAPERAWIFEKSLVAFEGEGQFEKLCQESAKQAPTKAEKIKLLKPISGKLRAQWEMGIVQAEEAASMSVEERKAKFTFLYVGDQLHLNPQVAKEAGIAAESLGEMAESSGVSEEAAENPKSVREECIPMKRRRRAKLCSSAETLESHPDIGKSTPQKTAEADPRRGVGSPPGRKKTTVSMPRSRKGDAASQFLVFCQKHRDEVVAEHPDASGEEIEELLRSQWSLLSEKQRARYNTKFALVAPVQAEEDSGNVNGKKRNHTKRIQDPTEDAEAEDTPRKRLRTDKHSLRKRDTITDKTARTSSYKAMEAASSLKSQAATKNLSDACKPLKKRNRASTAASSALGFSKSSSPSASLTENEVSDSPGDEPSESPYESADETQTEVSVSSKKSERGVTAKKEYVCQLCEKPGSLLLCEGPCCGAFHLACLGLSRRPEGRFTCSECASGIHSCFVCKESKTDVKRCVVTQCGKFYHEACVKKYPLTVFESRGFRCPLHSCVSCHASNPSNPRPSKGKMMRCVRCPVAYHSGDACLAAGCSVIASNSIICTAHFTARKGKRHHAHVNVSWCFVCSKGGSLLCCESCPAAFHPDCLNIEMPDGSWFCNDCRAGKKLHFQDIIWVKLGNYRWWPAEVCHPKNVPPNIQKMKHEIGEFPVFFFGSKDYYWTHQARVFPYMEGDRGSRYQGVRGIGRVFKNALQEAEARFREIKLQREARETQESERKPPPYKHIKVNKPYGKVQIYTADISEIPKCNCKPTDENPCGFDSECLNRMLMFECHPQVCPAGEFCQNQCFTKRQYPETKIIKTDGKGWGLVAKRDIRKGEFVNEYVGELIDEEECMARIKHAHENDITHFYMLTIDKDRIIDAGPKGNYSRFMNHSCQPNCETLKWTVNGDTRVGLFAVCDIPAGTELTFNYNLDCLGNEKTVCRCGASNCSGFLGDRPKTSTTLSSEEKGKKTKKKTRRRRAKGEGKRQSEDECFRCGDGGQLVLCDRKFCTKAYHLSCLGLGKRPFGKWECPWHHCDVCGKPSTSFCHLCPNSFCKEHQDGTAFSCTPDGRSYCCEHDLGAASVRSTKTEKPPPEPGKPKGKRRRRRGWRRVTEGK
HTR5A inv ctr = counter-screen for OPRM1-OPRD1 inverse agonists: human HTR5A inverse agonism | P47898 | inhibition, % at 9.3 µM | HTR5A cell line, luminescence | hit rate 0.083% among 340,000 | AID 504634; in the data active means inhibition mostly above about 23%, no sharp cut-off; inactive means mostly below about 18%;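 further: 0% = cells with DMSO and 100% = no-cell wells with DMSO; some compounds called inactive have numbers as strong as hits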
Wnt bcat act = activates Wnt/beta-catenin signaling in a reporter cell assay; activator, plate reader; activation, % at 9.35 µM; hit rate 1.2% among 300,000; AID 743398; in the data active means activation above about 30%, passing the limit was not always enough;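 further: 0% = neutral control wells and 100% = positive control wells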
CDK5 p35 inh = CDK5/p35 (human) kinase inhibition. Q00535+Q15078. Recombinant CDK5/p35, ADP-Glo luminescence, 60 min. inhibition, % at 10 µM. hit rate 0.01% among 330,000. AID 488839;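 active means highest replicate inhibition of at least 50% and at least 75% of replicates reaching 50%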;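 further: plate controls were DMSO neutral control for no effect and GW8510 at 10 µM for full effect; many of its hits are not listed in these tables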
V-ATPase pHluor = alters yeast V-ATPase proton transport; S. cerevisiae, pHLuorin cytosolic pH fluorescence; response, % at 10 µM; hit rate 0.37% among 350,000; AID 504577; in the data active means response mostly above about 7.3%, no sharp cut-off; inactive means mostly below about 5.4%; further: actives read high; inactives centre near 0; some compounds called inactive have numbers as strong as hits; reference of the scale not given here
PvdQ acylase = blocks Pseudomonas aeruginosa PvdQ acylase activity. hit rate 0.063% among 340,000. inhibition, % at 10 µM. purified PvdQ acylase, fluorescence plate reader; in the data active means inhibition above about 30%, passing the limit was not always enough;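 further: 0% = vehicle neutral wells and 100% = reference inhibitor wells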
HTR5A ag ctr = HTR5A agonism, opioid heterodimer counter-screen; AID 504692; P47898; HTR5A agonist assay, luminescence, cell-based; hit rate 0.61% among 340,000; activation, % at 9.3 µM; in the data active means activation mostly above about 9.5%, no sharp cut-off; inactive means mostly below about 7.6%;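 further: 0% = cells with vehicle only and 100% = reference agonist; strong numbers were not always called active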
Active calls of the source: *; · = not tested or not shown; & = joins results of further samples; ! = not confirmed by another sample.

SMILES	dFosB activator	SR-BI DiI inh	MITF TRPM1 HTS	NSD2 HMT inh	HTR5A inv ctr	Wnt bcat act	CDK5 p35 inh	V-ATPase pHluor	PvdQ acylase	HTR5A ag ctr
COC(=O)CC1C(=O)NCCN1C(=O)c1cc([N+](=O)[O-])ccc1Cl (stereo not given)	-4	-6	-7	-3	-30	0	0.1	0	-17	8
CC(C)(C)[C@H]1C=C(C(=O)Nc2ccccc2)O[C@@H](OCCCCO)C1	-5	5	53	·	-14	-1	0.3	-1	6	5
Cc1ccc(C)c(-n2c(Cc3cc(=O)[nH]c(=O)[nH]3)nnc2SC(C)C)c1	-7	-15	-8	·	-8	0	0.4	-2	-9	3
CC(=O)N(C(C)=O)c1c(N2CCOCC2)c2ccccc2oc1=O	2	6	-2	1	8	0	-1.1	1	1	2
Cc1cc(=O)oc2cc(OCC(=O)NCCc3ccccc3)ccc12	-8	-17	24	-6	-8	-3	-1.6	2	7	0
CCC(CC)C(=O)N1N=C(c2ccc(NS(C)(=O)=O)cc2)CC1c1ccccc1 (stereo not given)	-8	·	2	4	-14	2	-0.4	-1	-12	2
Cc1cc2ncn(/N=C/c3ccc4c(c3)OCO4)c2cc1C	-11	19	29	·	-3	3	1.8	-1	-5	1
COc1cc(NC(=O)CCC(=O)Nc2ccc3nc(N4CCOCC4)cc(C)c3c2)cc(OC)c1OC	-16	·	53	-9	-15	2	-0.7	6	8	5
Cn1c(=O)[nH]c(=O)c2c1[nH]c(=S)n2Cc1ccccc1	-8	-5	-3	·	18	1	0.3	-5	-12	-5
COc1ccc(CC(=O)NCC2CCCN(Cc3ccc(F)cc3F)C2)cc1 (stereo not given)	-1	-8	-9	3	-8	-1	-1.1	0	-12	2
O=C(C[C@@H]1C/C=C\C[C@H](Cc2ccc(F)cc2)C(=O)OCCNC1=O)NCCO	9	5	2	·	-43	-1	1.9	6	-19	-4
CN(Cc1ccccc1)C(=O)c1ccc(NC(=O)C2CCCN(C(=O)OC(C)(C)C)C2)cc1 (stereo not given)	-20	63	-13	·	-19	-7	-1.0	8	-8	5
CCN(CCCNC(=O)COc1cc(=O)n(C)c2ccccc12)c1ccccc1	0	-19	·	4	-12	·	0.2	4	-1	4
O=C(NC1CCS(=O)(=O)C1)c1cccc(S(=O)(=O)N2CCCCC2)c1 (stereo not given)	-6	-22	17	1	-5	·	1.2	3	-5	0
CCOC(=O)NC1c2ccccc2Oc2ccccc21	2	20	7	1	-2	6	-3.1	-2	-3	6
N#C/C(=C\C=C\c1ccccc1)c1nc(-c2ccc(Cl)cc2)cs1	-19	34	-6	-4	6	-2	-0.2	1	1	-2
Cc1cn(CC(=O)NCCCc2ccccc2)c(=O)[nH]c1=O	-7	·	-1	·	-2	-3	-3.9	-1	-6	0
COc1ccccc1Nc1nc(C)cs1	-4&-5	18&11	89*!	5	-21&-20	0&3	2.7&-0.2	2&-3	-8&13	0&9
COc1ccc(S(=O)(=O)N2CCN(c3ccccc3OC)CC2)cc1	-5	-19	·	0	10	0	-3.0	-3	-8	-3
CCn1c(SCC(=O)Nc2nc(C)cs2)nnc1-c1ccncc1	-10	·	-4	-3	-8	-2	-0.9	-1	-8	1
CN1OC[C@@H]2CN[C@H](c3cccc(-c4ccc(C#N)cc4)c3)C[C@@H]21	10	-4	7	·	12	0	-0.5	3	-9	-3
CCN(CC(=O)Nc1c(F)cccc1F)C(=O)CCNS(=O)(=O)c1ccc(C)c(C)c1	0	-12	-12	-1	-8	-1	0.0	3	8	3
COc1ccc(-c2nc(-c3ccccn3)no2)cc1	-16	10	-85	-5	18	-29	23	-2	17	-1
CC(=O)c1nn(-c2cccc(Br)c2)cc1C(=O)c1ccccc1	1	35	·	18	-5	·	-0.7	-5	0	-2
CC(NC(=O)C1CCN(c2nnc(N3CCCC3=O)s2)CC1)c1ccccc1 (stereo not given)	-4	-18	·	·	-22	-4	-0.1	0	-4	7
Cc1cc(OC(=O)N2CCCCC2)cc(C)c1Cl	-7	22	5	-4	-3	·	-0.5	4	-8	2
Nc1ccc(S(=O)(=O)N2CCCC2)cc1	1	-4	3	·	0	-3	0.0	5	-8	0
CCCc1cc(C(=O)NNC(=S)NCC2CCCO2)cs1 (stereo not given)	-11	1	-3	-5	-12	6	2.0	3	-8	4
COC(=O)c1c(-c2c(Cl)cccc2Cl)noc1NC(=O)N(C)C	-2	4	·	-1	-13	2	-0.5	-1	-19	2
N#Cc1ccccc1NC(=O)CNc1cc(S(=O)(=O)N2CCOCC2)ccc1NCC1CCCO1 (stereo not given)	-15	-18	-3	1	-11	0	-0.8	-4	2	0

Arranged by molar mass (rising): three of the compounds above
SMILES	dFosB activator	SR-BI DiI inh	MITF TRPM1 HTS	NSD2 HMT inh	HTR5A inv ctr	Wnt bcat act	CDK5 p35 inh	V-ATPase pHluor	PvdQ acylase	HTR5A ag ctr
CCCc1cc(C(=O)NNC(=S)NCC2CCCO2)cs1 (stereo not given)	-11	1	-3	-5	-12	6	2.0	3	-8	4
CCn1c(SCC(=O)Nc2nc(C)cs2)nnc1-c1ccncc1	-10	·	-4	-3	-8	-2	-0.9	-1	-8	1
N#Cc1ccccc1NC(=O)CNc1cc(S(=O)(=O)N2CCOCC2)ccc1NCC1CCCO1 (stereo not given)	-15	-18	-3	1	-11	0	-0.8	-4	2	0

The results go on.
SMILES	dFosB activator	SR-BI DiI inh	MITF TRPM1 HTS	NSD2 HMT inh	HTR5A inv ctr	Wnt bcat act	CDK5 p35 inh	V-ATPase pHluor	PvdQ acylase	HTR5A ag ctr
CC(C)(C)NC(=O)N1CCN(c2nc(-c3ccccc3)ns2)CC1	-6	12	43	-4	-5	0	1.0	-2	12	5
CCC(=O)NC(=S)Nc1ccc(NC(=O)c2ccco2)c(OC)c1	-5	20	0	1	34	2	-1.4	6	-10	5
O=C(CCCOc1ccc(Cl)cc1)Nc1ccc(N2CCOCC2)cc1	9	37	-3	·	-2	-1	-0.4	4	-1	-3
Cc1nn(Cc2ccc(F)cc2)c2sc(C(=O)Nc3ccccc3N3CCOCC3)cc12	-1	30	3	0	-4	-1	-1.0	-2	4	1
COc1cc(Br)c(C(C)NC(=O)c2ccccc2)cc1OC (stereo not given)	-1	-20	-8	2	-9	-1	-0.8	-2	-11	-1
O=C(CCNC(=O)c1ccc(Br)cc1)NCC1COc2ccccc2O1 (stereo not given)	-7	-6	37	-2	-2	3	-0.6	-5	-16	-2
COc1ccc(C(=O)Nc2ccc3c(c2)C(=O)c2ccccc2C3=O)cc1OC	-2	8	10	13	-10	7	0.7	-1	5	3
CCCOC(=O)Cc1n[nH]c(=O)[nH]c1=O	2	-21	·	0	-8	-1	0.3	-1	-7	5
COc1ccccc1Oc1ccc(N2CC(C(=O)OCC(=O)c3ccccc3)CC2=O)cc1 (stereo not given)	-10	32	-7	-2	1	0	-0.6	-1	-11	3
O=C(C1=NN[C@@H]2C(=O)N(c3cccc(C(F)(F)F)c3)C(=O)[C@H]12)C(c1ccccc1)c1ccccc1	-18	-17	-6	-2	-1	-3	-2.0	8	-4	-5
CCCCS(=O)(=O)N1CCCC(C(=O)NCCc2ccccc2)C1 (stereo not given)	1	16	·	-5	-6	-1	0.7	2	2	2
CC(C)C(C(=O)NCC1CCCO1)N(Cc1ccccc1)C(=O)CNS(=O)(=O)c1ccccc1 (stereo not given)	-1	·	5	25	-8	0	0.5	4	0	3
CN(C)Cc1nc2ccccc2c(=O)n1CC#N	8	-16	15	2	-24	-1	0.4	1	9	4
CC(=O)NC12CC3CC(C1)CC(C(=O)N(C)Cc1cccc(Cl)c1Cl)(C3)C2	-4	4	-13	·	-4	-2	-0.3	1	-13	-1
O=C(Nc1ccccc1C(=O)Nc1ccc(Br)cn1)c1ccccc1Cl	-13	9	9	-9	9	0	-0.2	1	6	-4
CCOc1ccc(OCCC(=O)N(CC)CC(=O)Nc2c(F)cccc2F)cc1	-3	-1	9	0	-26	0	-1.0	7	-21	8
CC(C)CCNCC(O)CON=C1c2ccccc2-c2ccccc21 (stereo not given)	-17	43	15	·	-18	-1	1.0	-4	-13	8
COc1ccc(-n2c(Cc3cc(=O)[nH]c(=O)[nH]3)nnc2SCC(=O)N2CCC(C)CC2)cc1	14	-9	-10	·	3	-1	-1.9	1	-11	-1
CC(C)(C)C(=O)O/N=C(\N)c1ccc(Oc2cc(Cl)cc(Cl)c2)c([N+](=O)[O-])c1	-1	17	·	30	0	-3	1.1	-2	-2	0
O=C(Nc1ccc([N+](=O)[O-])cc1)c1cc(Cl)sc1Cl	-1	38	13	-2	-5	8	2.5	-1	8	1
C=CCSc1ccccc1C(=O)Nc1ncn[nH]1	10	-25	-15	-3	10	1	0.1	1	4	-3
NC(=O)c1cccn1-c1ncc(C(F)(F)F)cc1Cl	4	-20	-1	-4	-13	-1	0.8	-2	13	4
Cc1ccc2nc(-c3ccc(-c4cccc(Cl)c4)cc3)c(NCc3ccccc3)n2c1	-2	57	29	·	-38	6	-0.4	0	-2	7
O=C(CNC(=O)N1CC(=O)Nc2ccccc21)Nc1ccc(F)c(Cl)c1	0	8	13	-2	-10	-2	·	1	-15	2
CCOC(=O)c1sc(NC(=O)c2ccccc2F)c(C(N)=O)c1C	-2	34	1	-3	7	·	1.4	-4	3	-3
CCCN(CC(=O)Nc1ccccc1OC)C(=O)CCC(=O)c1ccc(OCC)cc1	-3	52	0	-1	-13	1	-1.8	-3	-11	5
O=[N+]([O-])c1cc([N+](=O)[O-])c(Oc2cc(F)ccc2F)cc1NN1CCCCC1	-10	0	13	·	-3	-4	-1.8	0	-6	-1
COc1cc(/C(C)=N/NC(=O)CSc2nncn2C)ccc1OCc1ccccc1Cl	-1	11	-1	-1	11	-2	-0.5	0	-14	-4
CCC[C@@H](CN1CCC[C@H]1CN1C(N)=NC[C@H]1CC(C)C)N1C[C@@H](Cc2ccccc2)N(CCc2ccc(Cl)c(Cl)c2)C1=N	3	12	12	·	8	-2	7.3	4	0	-2
O=C1c2ccccc2C(=O)N1CCCc1nc2ccccc2c(=O)n1CCCn1ccnc1	-10	-19	10	-2	-23	·	2.4	-1	2	10
C=CCn1c(C)cc(C)c(C#N)c1=O	2	5	-9	-2	-3	·	0.6	0	-9	1
O=C(Nc1cc(Cl)c(Cl)cc1Cl)c1cccnc1	4	19	4	-6	4	0	1.0	1	-10	-1
CCn1c(SCc2ccc(C(=O)Nc3nccs3)cc2)nnc1-c1ccc(NC(C)=O)cc1	-9	22	3	-3	17	-1	1.7	5	-17	-7
CC1C/C(=N/NC(=O)c2cccc(F)c2)c2ccc(O)cc2C1 (stereo not given)	3	-24	-3	2	3	·	-0.8	7	-14	2
OC1(c2cn(Cc3ccccc3)nn2)CCCCC1	5	-18	-5	-1	13	-1	3.2	4	-19	0
CC(C)C(C(=O)NC(C)(C)C)N1C(=O)c2ccccc2C1=O (stereo not given)	1	-9	1	0	-28	-7	-0.4	1	-11	11
O=C1N(Cc2ccccc2)CC2(Br)COCOC12O (stereo not given)	1	46	4	-1	19	-2	-2.4	0	-2	-5
CCCSc1nc2ccccc2n1CC(=O)O	0	-1	11	-1	-8	0	0.8	0	-12	2
CC(C)(C)c1ccc(C(=O)COC(=O)CN2C(=O)NC3(CCCC3)C2=O)cc1	-18	-14	10	-2	-20	1	0.4	-1	-12	2
CC(=O)NCCC(=O)N1CCCC(CNC(=O)c2ccc(-c3ccccc3)cc2)C1 (stereo not given)	-2	11	21	-2	12	2	-1.2	1	0	-1
CC1CCCC(C)N1C(=O)COC(=O)c1ccc(Br)o1 (stereo not given)	-4	6	19	2	-6	1	1.4	2	9	2
